GalR3 antagonist: antagonists of human GalR3. inhibition, % at 3 µM. O60755. HEK293 GalR3-CNG cAMP membrane potential fluorescence; galR3 body fused to GalR1 C-terminus. hit rate 0.44% among 360,000;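 active = inhibition above the screen-wide average plus 3 SD, cut at about 13% in these data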;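 also: forskolin and galanin both at EC90 stimulate the cells; cAMP rise reported by CNG channel membrane potential dye signal; 0% = forskolin plus galanin with DMSO and 100% = forskolin alone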
Target sequence (O60755 1-299 limits assumed): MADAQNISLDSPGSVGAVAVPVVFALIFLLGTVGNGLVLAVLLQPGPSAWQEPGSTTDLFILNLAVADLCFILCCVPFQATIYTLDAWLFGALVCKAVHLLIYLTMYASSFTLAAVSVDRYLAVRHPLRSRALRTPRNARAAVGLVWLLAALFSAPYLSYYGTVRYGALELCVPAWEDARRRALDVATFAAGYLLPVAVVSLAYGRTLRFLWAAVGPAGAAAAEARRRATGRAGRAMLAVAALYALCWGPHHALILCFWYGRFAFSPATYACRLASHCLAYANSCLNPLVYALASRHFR
GPR7 antag: human neuropeptides B/W receptor 1 antagonism. P48145. GPR7-expressing cells, fluorescence antagonist assay. hit rate 1.1% among 290,000. AID 1861. inhibition, % at 4.4 µM; in the data active = inhibition above about 16%, passing the limit was not always enough;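 also: cells stimulated with the agonist NPW; 0% = agonist with vehicle and 100% = vehicle without agonist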
V1R ag counter: counter-screen for oxytocin receptor agonists: human V1a receptor agonists. P37288. CHO-V1R cells, Fluo-8 calcium fluorescence, agonist mode; 0% DMSO, 100% 3 nM vasopressin. hit rate 0.25% among 320,000. activation, % at 3 µM;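 active = activation above the mean activation of all tested compounds plus 3 SD, per screening run, cut at about 20% in these data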;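 also: signal is peak over basal fluorescence ratio across a 100 second FLIPR read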
Target sequence (P37288 whole entry, looked up): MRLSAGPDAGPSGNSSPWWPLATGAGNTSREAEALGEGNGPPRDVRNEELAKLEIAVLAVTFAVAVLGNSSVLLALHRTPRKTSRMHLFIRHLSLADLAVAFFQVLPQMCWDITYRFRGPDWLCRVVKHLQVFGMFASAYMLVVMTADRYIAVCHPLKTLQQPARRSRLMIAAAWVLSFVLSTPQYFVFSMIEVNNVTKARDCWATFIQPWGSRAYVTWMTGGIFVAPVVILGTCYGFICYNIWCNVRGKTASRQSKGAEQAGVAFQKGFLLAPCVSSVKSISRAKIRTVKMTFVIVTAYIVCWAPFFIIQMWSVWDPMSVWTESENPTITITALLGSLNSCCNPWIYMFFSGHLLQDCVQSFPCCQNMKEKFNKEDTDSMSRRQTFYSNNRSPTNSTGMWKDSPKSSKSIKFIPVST
OXTR agonist: activates the human oxytocin receptor; CHO-OTR cells, Fluo-8 calcium fluorescence; normalized: DMSO 0%, oxytocin 100%; activation, % at 3 µM; hit rate 0.32% among 320,000;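 active = activation above the mean of all tested compounds plus 3 SD, cutoff set per screening run, cut at about 20% in these data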;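 also: peak over basal fluorescence ratio from a 100 s FLIPR kinetic read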
NS3 helicase inh: HCV NS3 helicase inhibition. hit rate 0.56% among 290,000. NS3 helicase DNA unwinding, Cy5 molecular beacon fluorescence. inhibition, % at 10.9 µM;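 active = inhibition above the mean of all tested compounds plus 3 SD, set per campaign, cut at about 35% in these data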;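 also: 0% = DMSO wells and 100% = thioflavine S control wells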
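System: NS3 helicase fragment of HCV / Schedule: 1 h at 25 °C / Control set: DMSO alone as 0% and 110 µM thioflavine S as 100% / Reagent: Cy5/quencher beacon DNA duplex and ATP to start / Technique: Cy5 fluorescence / Replication: singlicate / Evaluation: % inhibition of end-to-start signal ratio versus controls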
DNA FID counter: counter-screen for HCV NS3 helicase inhibitors: DNA intercalator displacement; DNA fluorescent intercalator displacement, fluorescence; hit rate 0.17% among 290,000; inhibition, % at 7.9 µM; in the data active = inhibition above about 37%;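 also: 0% = vehicle and 100% = reference compound; higher means more ethidium bromide displaced from hairpin DNA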
VIM-2 inhibitor: blocks Pseudomonas aeruginosa VIM-2 metallo-beta-lactamase; purified VIM-2, nitrocefin hydrolysis, epi-absorbance fluorescence; inhibition, % at 5.6 µM; hit rate 0.89% among 290,000; AID 1527;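 active = inhibition above the mean of all tested compounds plus 3 SD, cutoff set per screening run, cut at about 7.5% in these data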;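 also: red hydrolysis product quenches plate fluorescence so inhibitors raise well fluorescence; 0% = enzyme with DMSO and 100% = DMSO without enzyme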
IMP-1 inh: blocks Pseudomonas aeruginosa IMP-1 metallo-beta-lactamase; purified IMP-1, nitrocefin hydrolysis, epi-absorbance fluorescence; inhibition, % at 5.6 µM; hit rate 0.45% among 290,000; AID 1556;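 active = inhibition above the mean plus 3 SD of all compounds in the same screening run, cut at about 4.5% in these data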;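 also: 0% = IMP-1 with DMSO and 100% = DMSO wells lacking enzyme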
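assay system = purified recombinant IMP-1 metallo-beta-lactamase enzyme | schedule = 15 min preincubation plus 25 min reaction at 25 °C | signal = Epi-absorbance fluorescence, 480 nm excitation, 530 nm emission | read-out basis = percent inhibition from optical density relative to buffer-blank wells | controls = IMP-1 with DMSO as 0%, enzyme-free DMSO as 100%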
PHOSPHO1 block: blocks human PHOSPHO1 phosphatase activity; AID 1565; recombinant PHOSPHO1, absorbance phosphatase assay; hit rate 1.1% among 290,000; inhibition, % at 13.3 µM; in the data active = inhibition above about 60%
Target sequence (Q8TCT1 whole entry, looked up): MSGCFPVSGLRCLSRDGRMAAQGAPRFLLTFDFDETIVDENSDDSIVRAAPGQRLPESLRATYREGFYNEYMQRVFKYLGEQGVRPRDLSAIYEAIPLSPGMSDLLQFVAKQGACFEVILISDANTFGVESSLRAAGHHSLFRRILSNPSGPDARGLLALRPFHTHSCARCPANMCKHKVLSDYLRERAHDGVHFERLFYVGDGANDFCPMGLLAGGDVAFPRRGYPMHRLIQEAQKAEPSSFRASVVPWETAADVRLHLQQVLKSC
* marks the source's active call; other numbers are inactive results; nt = not tested or not shown.

Below each SMILES: GalR3 antagonist | GPR7 antag | V1R ag counter | OXTR agonist | NS3 helicase inh | DNA FID counter | VIM-2 inhibitor | IMP-1 inh | PHOSPHO1 block
1. CCCN1C(=O)c2cc(C(=O)NC3CCCC3)ccc2C1O (stereo unspecified)
 : 0 | -18 | 0.5 | 0.7 | 0 | -7 | -1.5 | 1.3 | 7
2. Cc1cc(=O)[nH]c(Nc2cccc(C(F)(F)F)c2)n1
 : -4 | -8 | 5.7 | 3.5 | -7 | -5 | -0.2 | -1.2 | 8
3. CC(C)C(=O)NC(=O)[C@@H]1CCCN1C(=O)/C=C/c1ccccc1
 : 0 | -8 | -1.0 | -0.7 | 2 | -6 | -4.8 | -1.7 | -11
4. CN(C)S(=O)(=O)N1CCN(CC(O)COc2ccc(-c3ccccc3)cc2)CC1 (stereo unspecified)
 : -11 | -18 | 11 | 13 | -18 | -17 | -1.4 | -1.5 | 25
5. COCCn1c(=O)[nH]c2cc(C(=O)N3CCN(c4cccc(C)c4C)CC3)ccc2c1=O
 : -10 | -6 | 1.4 | 0.5 | -6 | -55 | -3.6 | -3.0 | 27
6. COc1ccc(Cn2c(=S)[nH]c3cc(C(=O)NCCCN4CCOCC4)ccc3c2=O)cc1
 : -7 | 1 | 0.2 | 0.4 | -75 | 30 | -5.5 | -5.7 | 4
7. Cc1ccc(S(=O)(=O)N2CCCOC2CNC(=O)C(=O)NCc2cccs2)cc1 (stereo unspecified)
 : -2 | -5 | 0.4 | -1.1 | 1 | -16 | -0.6 | -4.3 | 2
8. N#Cc1nc(COc2ccccc2)oc1NCCCn1ccnc1
 : -4 | 1 | 1.9 | 0.9 | 2 | -1 | 0.5 | -3.5 | 17
9. O=C1c2cccnc2C(O)N1Cc1ccccc1 (stereo unspecified)
 : -3 | -7 | 0.6 | 1.0 | 7 | -1 | -1.8 | -4.3 | -26
10. COC(=O)C1=C(C)Nc2ncnn2C1c1ccc(C)o1 (stereo unspecified)
 : 0 | -8 | 0.0 | -0.6 | 0 | -2 | -6.7 | -6.7 | -1
11. Cc1cc(C(=O)Nc2cccc([N+](=O)[O-])c2)c(C)o1
 : 2 | 2 | -0.7 | -2.5 | -5 | 1 | -1.4 | -1.0 | -7
12. COc1cc(OC)c(OC)cc1CN1CCCC(C(=O)N2CCCC2)C1 (stereo unspecified)
 : -8 | -16 | 0.6 | -0.2 | 11 | -2 | -4.5 | -2.7 | 44
13. O=C(Nc1cccc(S(=O)(=O)N2CCOCC2)c1)c1ccc2ccccc2n1
 : -4 | -3 | 0.5 | -0.4 | 6 | -18 | -3.3 | -3.9 | 39
14. Brc1ccc(-c2nn3c(-c4ccccn4)nnc3s2)o1
 : -3 | 2 | -1.0 | -2.2 | -3 | -13 | -0.5 | -2.9 | 26
15. COc1cc(OC)cc(C(=O)NCCOC23CC4CC(CC(C4)C2)C3)c1
 : -4 | -4 | -0.7 | -2.0 | 0 | -18 | -5.2 | -3.2 | 23
16. CC(C)CNS(=O)(=O)c1ccccc1C(=O)N1CCCCC1
 : -1 | -8 | 0.3 | -0.1 | 7 | -6 | -3.5 | -1.9 | 3
17. O=C(NC1CCCCC1)c1cc2ccccc2cc1O
 : -6 | -15 | -1.3 | -0.5 | 10 | -11 | -1.7 | -2.9 | 36
18. CC(C)NS(=O)(=O)c1ccc(NC(=O)NC2CCCCC2)cc1
 : -1 | -3 | 1.6 | 0.5 | 3 | -15 | -2.4 | -3.6 | -7
19. O=C(c1cccnc1)N1CCN(c2ccc(Cl)cc2)CC1
 : 0 | -6 | 6.4 | 1.7 | -6 | -2 | 0.2 | 1.5 | -1
20. Cc1ccc(S(=O)(=O)/N=C(/Nc2ccc3[nH]c(=O)[nH]c3c2)c2ccccc2)cc1
 : -5 | -8 | 1.4 | -0.4 | 0 | -2 | -0.6 | -2.4 | 5
21. CCn1c(SCC(=O)N2CCOCC2)nc2ccccc21
 : -6 | -9 | -0.1 | -1.1 | 1 | 2 | -2.5 | -3.4 | 37
22. O=C(CSCc1ccccc1)NCCCN1CCOCC1
 : -5 | -12 | 0.3 | -1.1 | 7 | 4 | -1.7 | -2.4 | 46
23. Cc1c(NC(=S)/C=C2\N(C)c3ccccc3C2(C)C)c(=O)n(-c2ccccc2)n1C
 : -6 | -9 | 0.7 | -0.3 | -4 | -4 | -1.3 | 3.1 | -52
24. CCCCN1C(N)=NC[C@@H]1Cc1ccc(O)cc1
 : -6 | nt | 4.0 | 1.2 | nt | nt | nt | nt | 35
25. CN(Cc1ccccc1)c1nc2c(c(=O)[nH]c(=O)n2C)n1CCCc1ccccc1
 : -2 | 3 | -0.9 | -2.2 | -9 | -38 | -1.2 | -2.8 | 17
26. O=C(Nc1ccc2c(c1)C(=O)NC2=O)c1ccc(Cl)s1
 : 2 | -8 | -0.1 | -1.2 | -6 | -2 | -1.6 | -1.8 | 32
27. Cc1ccc(NC(=O)c2cccnc2C(=O)O)nc1
 : -9 | -8 | 0.2 | 0.0 | 6 | -4 | -1.3 | -1.2 | 52
28. COCC(=O)Nc1cc(OC)ccc1OC
 : -5 | 0 | -0.4 | -0.4 | 12 | -3 | -4.2 | -3.4 | -18
29. COc1ccccc1CC(=O)Nc1ccc(F)cc1F
 : -6 | 6 | -0.3 | -1.5 | 4 | -7 | -1.3 | -1.9 | 44
30. COC(=O)c1cc(NC(=O)Cn2c(=O)cnc3ccccc32)cc(C(=O)OC)c1
 : -3 | -5 | 1.4 | -0.1 | -5 | 3 | -0.7 | -2.8 | -8
31. CCCNC(=O)CN(C)C(=O)c1n[nH]c2ccccc12
 : -3 | 5 | 0.5 | 0.9 | -2 | 1 | -1.3 | -1.4 | 7
32. CN(C)CCNC(=O)c1ccc(COCC(F)(F)F)cc1
 : 2 | -14 | 0.9 | 1.2 | 10 | 1 | -0.6 | -4.2 | 3
33. CCOC(=O)C(Cc1ccc(NC(=O)/C(=C/c2ccccc2)NC(=O)c2ccccc2)cc1)N1C(=O)c2ccccc2C1=O (stereo unspecified)
 : 0 | -9 | 2.1 | 3.7 | -2 | -21 | -5.1 | -2.0 | 12
34. COc1ccc(-c2cc(C(=O)O)no2)cc1
 : 9 | -6 | -0.4 | -0.6 | 7 | -13 | -4.7 | -0.7 | 13
35. C=CCn1c(CSc2ccc(C)cc2)n[nH]c1=S
 : 1 | -10 | -0.9 | -0.7 | 4 | -23 | -0.5 | -0.6 | -36
36. O=C(Nc1ccc(Cc2ccc(NC(=O)N3CCOCC3)cc2)cc1)N1CCOCC1
 : -2 | -5 | 0.2 | 1.0 | -9 | -14 | 1.3 | -2.2 | -11
37. CCOC(=O)Cn1c(=NC(=O)C2CC2)sc2c(C)cc(C)cc21
 : -7 | -6 | -1.2 | -0.9 | 35 | -19 | -2.2 | -1.2 | -1
38. Cc1cccc(C)c1-n1c(C)cc(/C=N\Nc2ccc([N+](=O)[O-])cn2)c1C
 : -3 | -7 | 2.2 | 1.2 | -10 | -5 | -6.4 | 2.7 | 52
39. CN(C)c1ccc(C(CNS(=O)(=O)c2ccc(F)cc2)c2c[nH]c3ccccc23)cc1 (stereo unspecified)
 : -3 | -18 | -0.2 | -1.3 | -14 | -10 | -0.5 | -3.9 | -5
40. Cn1nc(C(F)(F)F)c(-c2ccc(F)cc2)c1NC(=O)c1ccco1
 : -3 | -3 | 0.3 | 0.2 | 13 | -1 | -3.3 | -1.9 | 27
41. CC(C)(C)C(=O)NC1CC2CCCC(C1)N2C(=O)Nc1ccccc1F (stereo unspecified)
 : -8 | -12 | 0.1 | 1.4 | -9 | -5 | -1.2 | -5.4 | 15
42. [O-][n+]1onc2c1CCc1[nH]c(-c3ccccc3)nc1-2
 : -4 | -4 | 0.7 | 1.4 | 2 | -6 | -0.4 | -1.1 | 16
43. COc1cc(NS(=O)(=O)c2ccc(OC)c(OC)c2)cc(OC)c1
 : -6 | 0 | 3.6 | 2.9 | -10 | -8 | -0.9 | -5.5 | -65
44. O=C(CCc1ccccc1)N1CCN(c2ccc([N+](=O)[O-])cc2)CC1
 : -8 | 26* | 4.6 | 0.3 | -2 | -12 | 0.2 | -3.3 | 28
45. O=C(NCc1nnc(SCC(=O)N2CCCc3ccccc32)o1)c1ccccc1F
 : -3 | -4 | 0.5 | -0.5 | 11 | -18 | -4.2 | -2.9 | -30
46. Cc1ccc2[nH]c(=O)c3cc(C(=O)N(C)C4CCCCC4)sc3c2c1
 : -7 | 6 | 0.8 | -0.9 | -11 | -14 | 5.2 | 0.6 | 27
47. COc1ccccc1NS(=O)(=O)c1cccc(-n2c(O)c(C=Nc3ccccc3C(=O)O)c3ccccc3c2=O)c1
 : -7 | -1 | -0.4 | -0.3 | 27 | -16 | -5.4 | -4.0 | 20
48. Cc1ccc(NC(=O)CN2CCN(c3ccccn3)CC2)cc1S(=O)(=O)N(C)C
 : 8 | 9 | 0.3 | 0.0 | -3 | -15 | 1.4 | 0.8 | -30
49. O=C(Nc1ccccn1)[C@@H]1CCC(=O)N1C(=O)OCc1ccccc1
 : -5 | -10 | 0.3 | 0.3 | 3 | 0 | -4.4 | -2.4 | -2
50. CN1CCc2c(OCC(=O)N3CCCc4ccccc43)cccc2C1=O
 : 2 | -11 | 2.5 | 1.6 | -10 | -17 | -0.4 | 0.2 | 34
51. COc1ccc(-c2noc(CNC(=O)c3ccoc3C)n2)cc1OC
 : -9 | -1 | 0.7 | 1.6 | -5 | -8 | -3.2 | -1.4 | 45
52. CCOc1cc(N2CCOCC2)c(OCC)cc1NC(=O)COc1ccccc1[N+](=O)[O-]
 : 2 | -10 | 0.4 | 0.0 | 9 | -3 | -2.1 | -1.4 | 16
53. Cc1cc2n(n1)SC(Nc1ccc(F)c(Cl)c1)N2 (stereo unspecified)
 : 0 | 12 | 1.6 | 6.0 | -1 | 2 | -3.4 | -1.7 | -13
